# From PubChem
# Dyrk1A ADPGlo – blocks rat Dyrk1A kinase activity. Q63470. ADP-Glo luminescence, NFATc1 peptide. inhibition, % at 12.5 µM. 0.43% of 310,000 active; in the data active means inhibition above about 50%;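 further: plate controls were vehicle with enzyme for no effect and no enzyme for full effect; many of its hits are not listed in these tables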
# GSK3 alpha inh – blocks human GSK-3 alpha kinase | ADP-Glo luminescence, 60 min | inhibition, % at 10 µM | 0.1% of 320,000 active;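 in the data active means inhibition above about 50%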;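 further: GST-tagged GSK-3 alpha with peptide substrate and 25 µM ATP; 0% = DMSO neutral wells and 100% = GW8510 positive control wells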
# Target sequence (P49840 whole entry, looked up): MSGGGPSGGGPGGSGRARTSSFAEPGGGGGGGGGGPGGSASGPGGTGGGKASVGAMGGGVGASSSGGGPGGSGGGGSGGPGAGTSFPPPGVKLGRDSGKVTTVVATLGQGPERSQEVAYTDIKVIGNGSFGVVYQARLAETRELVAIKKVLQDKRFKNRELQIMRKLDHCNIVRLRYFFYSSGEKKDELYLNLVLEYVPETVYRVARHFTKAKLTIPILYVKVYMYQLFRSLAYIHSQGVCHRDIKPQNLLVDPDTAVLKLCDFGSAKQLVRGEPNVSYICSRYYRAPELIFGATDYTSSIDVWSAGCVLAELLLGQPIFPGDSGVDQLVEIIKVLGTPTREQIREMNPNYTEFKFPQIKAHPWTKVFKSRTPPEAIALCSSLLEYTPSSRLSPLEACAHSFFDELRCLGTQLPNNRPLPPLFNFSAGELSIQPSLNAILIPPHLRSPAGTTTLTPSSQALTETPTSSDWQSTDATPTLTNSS
# aSyn 5UTR inh – 5' untranslated region of α-synuclein, MLPCN primary screen. alpha-synuclein 5'UTR reporter, inhibitor activity. inhibition, % (tested at 7.5 µM). 0.82% of 300,000 active. AID 1813; in the data active means inhibition above about 60%;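 further: H4 neuroglioblastoma cells stably carrying SNCA 5'UTR luciferase fusion; 0% = DMSO wells and 100% = positive control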
# HSF1 activator – increases HSF-1 driven luciferase reporter signal; NIH3T3-HGL HSF-1 luciferase reporter, MG132, 8 h; 100% = twice DMSO control signal; 1.7% of 300,000 active; activation, % at 9 µM;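 active means mean replicate activation of at least 50% with a set share of replicates each reaching 50%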;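 further: 0% = median of the neutral control wells and 100% = twice that signal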
# KLF5 inhibitor – suppresses KLF5 promoter-driven expression; 0.23% of 290,000 active; DLD-1 KLF5 promoter-luciferase reporter, luminescence; AID 1700; inhibition, % at 5 µM;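 active means inhibition above a per-plate limit of that plate's mean compound inhibition plus 3 SD, cut at about 60% in these data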;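 further: 0% = DMSO wells and 100% = LY294002 at 200 µM; higher means less KLF5 promoter-driven luciferase light; inactives centre near -14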
# HSF1 inh – HSF1 inhibition; NIH3T3-HGL HSE-luciferase, MG132-induced, luminescence 8 h; hits give low values; activity change, negative = inhibition, % at 7.5 µM (by protocol); 0.77% of 300,000 active;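 active means more than half of replicate wells show activity change below -50%, luminescence cut by over half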;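 further: luciferase reports HSF-1 transcriptional activity via heat shock element; 0% = median of DMSO wells and -100% = zero luminescence signal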
# IEC-6 tox – kills IEC-6 intestinal cells in KLF5 counter-screen; IEC-6 cytotoxicity, luminescence viability; inhibition, % at 5 µM; 0.78% of 290,000 active; AID 1825; in the data active means inhibition above about 22%;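 further: 0% = plate median of test compound wells and 100% = cytotoxic reference compound wells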
# HSP90 refold inh – blocks HSP90-mediated luciferase refolding in reticulocyte lysate. 0.91% of 290,000 active. AID 1789. inhibition, % at 5.6 µM. Rabbit reticulocyte lysate, luciferase refolding luminescence, 3 h;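 active means inhibition above the screen-wide mean plus 3 SD, computed separately per campaign, cut at about 16% in these data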;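 further: 0% = DMSO wells and 100% = 60 µM geldanamycin wells; inhibitors lower the luminescence because luciferase stays unfolded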
# Platelet DG rel – modulates dense granule release in human platelets; human platelet-rich plasma, SFLLRN dense granule ATP release, luminescence; inhibition, %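 (compounds screened at 7.5 µM in platelet-rich plasma)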; 0.22% of 300,000 active;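 active means mean replicate score, as percent of positive control, at or above 50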
# GSK3beta inhib – inhibitors of human GSK3beta kinase. 0.038% of 300,000 active. P49841. GST-GSK3beta kinase, ADP-Glo luminescence, 60 min; hits give low values. activity score (negative = inhibition), % at 10 µM;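 active means more than half of replicate wells score below -50%, meaning over 50% inhibition versus plate controls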;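 further: 0% = median DMSO wells and -100% = median GW8510 positive control wells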
# Target sequence (P49841 whole entry, looked up): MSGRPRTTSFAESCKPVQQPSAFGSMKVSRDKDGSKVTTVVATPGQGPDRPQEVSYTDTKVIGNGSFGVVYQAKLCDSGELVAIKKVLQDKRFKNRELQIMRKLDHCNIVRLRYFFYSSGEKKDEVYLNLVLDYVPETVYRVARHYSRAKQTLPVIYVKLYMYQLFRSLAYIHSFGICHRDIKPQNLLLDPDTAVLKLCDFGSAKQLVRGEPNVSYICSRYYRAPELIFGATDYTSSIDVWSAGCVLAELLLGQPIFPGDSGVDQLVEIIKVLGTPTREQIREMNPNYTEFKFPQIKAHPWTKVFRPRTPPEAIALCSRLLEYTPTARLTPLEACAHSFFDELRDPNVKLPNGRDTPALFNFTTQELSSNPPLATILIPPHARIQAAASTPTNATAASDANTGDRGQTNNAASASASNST
#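 Test system: GST-tagged human GSK3beta kinase, cell-free; evaluation: activity score scaled between in-plate DMSO and GW8510 controls; measured by: ADP-Glo luminescence; incubation: 60 min reaction, RT; benchmarks: DMSO and 20 µM GW8510; reagent: peptide substrate plus 25 µM ATP (final); medium: Tris/MgCl2 kinase buffer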
# Starred values were filed as active, the others as inactive; / = no result given. Only part of the results is shown. The share of hits here may be higher or lower than overall.
SMILES,Dyrk1A ADPGlo,GSK3 alpha inh,aSyn 5UTR inh,HSF1 activator,KLF5 inhibitor,HSF1 inh,IEC-6 tox,HSP90 refold inh,Platelet DG rel,GSK3beta inhib
Cc1ccc(N2C(=O)CC(Sc3nc(-c4ccccc4)c4cc(Cl)ccc4n3)C2=O)c(C)c1 (centres undefined),10.5,/,-2.7,40.3,-9.8,26.5,3.0,-5.3,-9.3,-2.5
NC(=O)C1CCCN(S(=O)(=O)c2ccc(Br)cc2)C1 (centres undefined),2.0,-1.6,-8.6,-19.0,8.4,-2.6,1.9,1.9,-1.9,-0.3
Cc1cc(C(=O)COc2ccc(C#N)cc2)c(C)n1-c1ccc2c(c1)OCO2,-7.4,-5.6,1.4,-19.4,-16.1,-7.2,2.4,-4.1,24.5,2.1
COc1ccc(NC(=O)CN2C(=O)C(C)SC(C)C2=O)c(OC)c1 (centres undefined),0.6,-2.7,12.3,5.7,-42.5,-1.3,1.8,-2.7,-7.0,-0.4
CCC1(c2ccc(F)cc2)NC(=O)N(CC(=O)c2ccc[nH]2)C1=O (centres undefined),0.3,-1.6,8.3,9.6,-9.3,-5.6,-5.2,-3.4,-2.0,3.5
CCN(CC(=O)NC1CCS(=O)(=O)C1)S(=O)(=O)c1ccc(C)c(C)c1 (centres undefined),-6.1,-1.0,-20.8,-0.8,-11.7,-14.4,-12.0,0.8,30.1,3.8
CCCN(C(=O)CSc1n[nH]c(-c2ccc(OC)cc2)n1)c1c(N)n(Cc2ccccc2)c(=O)[nH]c1=O,16.2,-1.3,10.1,15.4,/,8.7,/,/,-3.2,5.0
Cc1ccc(N(CC(O)COCc2ccco2)S(=O)(=O)c2ccc(C)cc2)cc1 (centres undefined),-4.5,0.2,-8.0,27.3,2.9,13.8,-3.1,-2.7,2.5,-2.0
Cc1ccnc(SCCn2c(N(C)Cc3ccccc3)nc3c2c(=O)n(C)c(=O)n3C)n1,6.0,1.6,3.7,-15.0,-0.7,-0.7,2.3,-1.1,-0.1,0.6
CCc1ccc(NC(=O)Cn2nc(C(=O)O)c3ccccc3c2=O)cc1,-2.2,-3.5,-9.7,-1.3,11.7,-7.5,-2.9,-4.0,-13.8,-0.2
CCOC(=O)C(C)Oc1cccc2c(=O)n(CC(=O)Nc3ccc4c(c3)OCCO4)ccc12 (centres undefined),-3.6,-1.8,15.0,-40.6,0.3,-25.8,-2.1,-4.0,3.8,0.5
CC1(C)Cc2c(c(N3CCOCC3)nc3sc(C#N)c(N)c23)CS1,2.9,4.7,7.9,7.8,-18.4,-2.9,0.5,-3.0,-0.5,-11.4
CCOc1ccc(NC(=S)NCc2ccco2)cc1,1.3,-1.0,-17.1,25.0,-4.2,9.5,1.3,2.3,0.3,2.9
CC(=O)Nc1ccc(S(=O)(=O)Nc2ccc(Cl)cn2)cc1,10.3,0.4,13.0,-1.2,-6.6,-9.7,1.5,-0.4,-10.4,3.7
O=C(NCc1nnnn1-c1ccc(F)c(F)c1)c1ccc(S(=O)(=O)N2CCOCC2)cc1,7.0,-0.4,-2.5,2.4,/,-3.2,/,/,-2.6,3.1
CC(=O)N1CCN(Cc2nc3cc(NC(=O)COc4ccccc4)ccc3n2C)CC1,/,8.6,5.0,-2.3,-0.2,2.7,-1.4,-4.1,1.3,1.1
Cn1c(CNC(=O)c2ccco2)nnc1SCC(=O)Nc1ccc(Br)cc1F,2.6,/,-1.6,-9.8,-2.5,-3.3,-5.4,-0.7,-3.2,-1.3
COc1cc(CNCCNC(=O)c2nonc2N)ccc1OCc1ccc(Cl)cc1,/,3.4,-3.9,3.1,-12.4,14.0,6.5,-2.7,-0.9,-0.6
Cc1cc(C(=O)COC(=O)c2ccccc2Br)c(C)n1CC1CCCO1 (centres undefined),4.4,-2.5,53.6,-91.6,55.7,-91.1*,3.2,85.3*,13.2,-0.3
COCCCn1c(=O)/c(=C\c2ccccc2OC(F)F)s/c1=C(/C#N)C(N)=O,0.4,-0.7,0.8,-1.0,-15.2,1.7,3.0,-1.6,-1.1,-0.9
O=C(CCCc1ccccc1)NCc1ccccc1,/,-1.9,6.6,-17.7,-33.7,-12.4,3.7,-2.5,-2.4,-1.8
Cc1ccc(S(=O)(=O)N(C)CCCC(=O)Nc2ccc(C)cc2C)cc1,-4.9,1.6,15.0,14.4,-12.5,-1.4,-3.5,0.2,-8.7,2.7
CC(C)CNC(=O)C(=O)Nc1cc2c3c(c1)C(C)C(=O)N3CCC2 (centres undefined),-3.2,-0.7,1.7,-12.3,-13.2,2.7,9.6,3.3,-8.2,-1.6
COCCCNc1nc2ccccc2nc1NS(=O)(=O)c1ccc(C)c(C)c1,6.1,1.3,20.1,-1.4,-6.3,2.9,0.1,-3.4,10.6,1.0
CCCCN(CC)C(=O)Cc1c(C(=O)O)[nH]c2ccc(Cl)cc12,10.8,-3.6,/,/,11.1,/,3.3,-2.3,/,4.4
CC1(C)Cc2nc(N3CCCC3)c(C#N)cc2CO1,0.7,-0.9,15.0,9.8,-5.5,-2.0,2.5,3.5,3.6,2.9
O=[N+]([O-])c1ccc(Cl)cc1N1CCCC1,3.9,0.4,7.1,-13.9,14.5,-1.2,0.0,-0.7,14.7,1.1
COc1ccc(C[C@H]2CN3C(=NC[C@@H]3Cc3ccccc3)N2C[C@H](C)NC(=O)CCC2CCCCC2)cc1,/,/,-20.8,-3.3,/,10.2,/,/,-0.5,-2.3
Cc1cccc(C)c1-n1c(SCC(=O)Nc2ccc(C(=O)O)cc2)nnc1-c1cccc(S(=O)(=O)N(C)C)c1,/,-1.0,8.6,6.9,-32.3,4.8,-9.3,-1.1,-5.0,3.5
CCNC(=O)COc1cc(C)c(Br)c(C)c1,-0.4,-2.0,17.4,-8.2,-3.7,4.6,6.5,-3.3,23.5,0.0
O=C(NCc1cccnc1)c1ccc(-c2cc3ccccc3oc2=O)cc1,-1.6,/,-138.7,38.8,-123.8,17.1,-8.0,3.1,-4.0,0.5
COc1ccc(O)c(/C=N/N=C/c2cccc([N+](=O)[O-])c2)c1,-5.7,0.2,-28.4,12.6,-40.3,3.7,5.7,-5.3,-0.2,0.2
O=C(NCCN1CCOCC1)c1cc(-c2cccs2)nc2ccccc12,7.4,2.4,-10.7,15.3,-18.3,4.9,0.1,2.1,-11.1,2.0
CN(CC(=O)Nc1ccccc1Cl)C(=O)COC(=O)Cc1ccc(F)cc1,-1.1,-1.2,2.4,-1.8,-9.1,-7.5,2.0,1.0,24.8,3.3
O=[N+]([O-])c1cccc(C2=NCCC(c3ccccc3)O2)c1 (centres undefined),10.2,4.1,7.5,3.0,-0.3,-3.1,2.9,2.9,-0.3,4.8
COc1cc(C)nc(N2CCCC(C(=O)Nc3cc(Cl)ccc3OC)C2)n1 (centres undefined),0.9,-1.0,4.6,38.6,-8.0,11.5,-1.3,1.4,2.9,-4.9
Cc1ncsc1C(=O)Nc1nc2c(s1)CC(C)CC2 (centres undefined),-9.4,-0.3,-126.1,48.7,-154.4,39.1,0.2,0.1,22.9,0.2
COC(=O)C(Cc1ccccc1)NC(=O)CCNC(=O)c1ccco1 (centres undefined),-5.8,5.8,1.3,11.3,-13.2,-3.4,-3.2,-0.9,-3.4,-2.9
CCc1ccc(N(CC(=O)NCCc2ccccc2)C(=O)CCC(=O)Nc2ccccn2)cc1,4.8,-1.2,0.9,2.3,-12.4,5.1,-9.7,-1.6,-2.8,2.1
COC(C(=O)Nc1cc([N+](=O)[O-])ccc1C)c1ccccc1 (centres undefined),-0.8,0.3,-7.2,-3.3,-29.9,-4.0,1.8,-3.7,-9.0,-0.4
Cn1c(SCC(=O)NCc2ccc(F)cc2)nc2ccccc21,2.2,4.9,17.7,10.3,-32.0,2.8,-0.5,2.0,-2.4,0.8
O=S(=O)(Nc1ccc2cn[nH]c2c1)c1ccccc1,/,-3.0,-5.0,-11.4,-2.7,-4.9,-2.6,1.1,0.1,3.6
O=C1c2cccnc2C(O)N1Cc1ccco1 (centres undefined),-4.2,-1.4,-3.5,1.1,-5.3,-11.3,1.0,-0.1,4.5,-1.3
CCOC(=O)c1sc(NC(=O)c2ccncc2)nc1C,6.1,8.2,-31.1,4.4,-25.1,5.9,-3.8,-3.0,-10.8,3.4
Cc1c(C(=O)NCC2COc3ccccc3O2)oc2ccc(S(=O)(=O)N3CCOCC3)cc12 (centres undefined),-0.2,0.1,-3.3,-0.9,0.8,-4.4,0.6,-1.1,1.6,-1.8

# Exported as tab-separated lines: part of the list above
SMILES	Dyrk1A ADPGlo	GSK3 alpha inh	aSyn 5UTR inh	HSF1 activator	KLF5 inhibitor	HSF1 inh	IEC-6 tox	HSP90 refold inh	Platelet DG rel	GSK3beta inhib
Cn1c(SCC(=O)NCc2ccc(F)cc2)nc2ccccc21	2.2	4.9	17.7	10.3	-32.0	2.8	-0.5	2.0	-2.4	0.8
O=S(=O)(Nc1ccc2cn[nH]c2c1)c1ccccc1	/	-3.0	-5.0	-11.4	-2.7	-4.9	-2.6	1.1	0.1	3.6

# The list goes on:
SMILES,Dyrk1A ADPGlo,GSK3 alpha inh,aSyn 5UTR inh,HSF1 activator,KLF5 inhibitor,HSF1 inh,IEC-6 tox,HSP90 refold inh,Platelet DG rel,GSK3beta inhib
CCN(CC)CCOC(=O)c1cccc2c1-c1ccccc1C2O (centres undefined),0.9,0.3,-12.7,5.9,-38.8,-0.3,4.5,-3.3,4.3,1.6
C=CCn1c(-c2cccc(OCC)c2)n[nH]c1=S,-5.5,/,10.6,4.1,-1.1,0.0,-0.8,9.8,0.3,3.3
C=CCNC(=O)/C(=C\c1ccco1)NC(=O)c1ccco1,3.9,2.3,3.9,-4.7,-2.9,-4.6,-0.5,-2.3,-4.7,-0.8
CC(=O)CCCC(NS(=O)(=O)CCC(Cl)(Cl)Cl)c1ccccc1 (centres undefined),6.4,-3.1,-17.3,1.5,-1.4,-9.1,-6.9,-12.6,1.4,0.8
CS(=O)(=O)N1CCCC(C(=O)N2CCOCC2)C1 (centres undefined),/,-0.6,-2.2,2.2,-7.1,-1.3,4.6,-0.8,1.2,4.6
Cc1c(C(=O)Nc2c(C)n(C)n(-c3ccccc3)c2=O)oc2ccc(Cl)cc12,9.6,-0.1,-23.2,5.3,-14.1,-2.7,2.7,2.3,-5.0,-2.9
Cc1nn(-c2ccccc2)c(Cl)c1/C=C1\SC(=S)NC1=O,/,6.0,20.0,-5.2,-58.1,-10.6,2.4,0.3,-3.5,-2.8
COC(=O)c1ccccc1S(=O)(=O)Nc1ccc(OC)nc1,-5.1,-8.4,5.0,1.0,-21.9,-4.7,-1.1,-3.1,-7.1,-3.9
O=C(Nc1ccc2c(c1)OCO2)Nc1ccccn1,-1.5,1.6,-85.8,49.3,-140.0,18.2,-1.9,-1.8,11.5,-1.4
Cc1cc(C)cc(NC(=O)CCC(=O)Nc2nnc(C(F)(F)F)s2)c1,-8.3,-11.5,-11.9,-2.0,-9.0,-13.3,-2.7,2.8,7.9,-4.1
COc1ccccc1S(=O)Cc1ccc(C(=O)NCCc2ccc(Cl)cc2)o1 (centres undefined),9.9,0.4,8.7,10.6,-16.3,3.6,2.8,-3.0,-2.2,2.1
CCc1ccc(S(=O)(=O)Nc2c(C)n(C)n(-c3ccccc3)c2=O)cc1,-0.6,-3.9,11.4,0.9,-2.6,-4.0,-1.2,0.2,-2.1,-1.1
